Bioassay records from PubChem.
HIF activator: HIF pathway transcriptional activators, primary screen, cell-based, U2OS HRE-luciferase, luminescence | activation, % at 7.5 µM (by protocol) | 300,000 compounds, 0.32% hits | AID 1910, 2009 | U2OS HRE-luciferase reporter; normalized: DMSO 0%, desferrioxamine 100%;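 active means mean activation of at least 10% of the iron chelator positive control signal, with at least half of replicates also reaching 10%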
TRPC4 agonist: activators of mouse TRPC4 channel, primary screen, Fluo4 calcium, HEK293 TRPC4beta/mu-opioid cells | Fluo4 calcium fluorescence; active compounds read high | B-score at 10 µM | 310,000 compounds, 0.49% hits | AID 2237, 2010;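 active means B-score above 5 SD of library B-scores, and initial fluorescence ratio not above library mean plus 5 SD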;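 further: positive B-score marks a calcium rise read as TRPC4 activation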
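System: HEK293 cells stably co-expressing mouse TRPC4beta and mu-opioid receptor; Schedule: Fluo4 dye loading 45 min at room temperature, 110 s recording; Detection: Fluo4 fluorescence, kinetic; Evaluation: B-scored integrated calcium fluorescence ratio; Controls: buffer (low) and maximal DAMGO (high).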
MrgX1 agonist: agonists of human MrgX1 receptor, primary screen, HEK293 cells, Fluo-4 calcium flux | Mas-related G-protein coupled receptor member X1 (Homo sapiens), Q96LB2 | Fluo-4 calcium fluorescence, agonist mode; active compounds read high | 310,000 compounds, 0.44% hits | B-score at 10 µM;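 active means calcium response B-score plate-corrected fluorescence ratio at least 3 library SD, with starting fluorescence B-score inside 5 SD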
Target sequence (Q96LB2 whole entry, looked up): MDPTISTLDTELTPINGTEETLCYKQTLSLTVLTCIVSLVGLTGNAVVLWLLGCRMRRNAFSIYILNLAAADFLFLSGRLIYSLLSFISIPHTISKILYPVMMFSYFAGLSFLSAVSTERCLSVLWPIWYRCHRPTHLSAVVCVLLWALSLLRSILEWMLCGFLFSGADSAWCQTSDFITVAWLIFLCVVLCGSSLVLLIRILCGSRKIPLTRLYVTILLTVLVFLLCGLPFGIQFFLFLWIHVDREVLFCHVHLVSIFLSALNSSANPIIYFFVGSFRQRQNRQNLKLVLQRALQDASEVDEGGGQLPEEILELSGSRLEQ
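Assay system: stable human MrgX1 HEK293 cell line. Quantity: 15,000 cells per well. Schedule: cells plated overnight, dye loaded 0.5 h 37 °C, 0.5 h room temperature. Detection: Fluo-4 NW calcium-flux fluorescence, kinetic read. Read-out basis: peak-minus-minimum fluorescence over baseline, converted to B scores. Control set: positive and negative control wells on each plate.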
TRPC4 inh: inhibitors of mouse TRPC4 channel, primary screen, Fluo4 calcium, HEK293 TRPC4beta/mu-opioid cells; B-score at 10 µM; Short transient receptor potential channel 4 (Mus musculus), Q9QUQ5; AID 2247, 2010; 300,000 compounds, 0.39% hits; DAMGO-evoked Fluo4 calcium flux; active compounds read low;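 active means B-score over 3 SD under the library average, no early fluorescence shift, positive overall ratio signal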
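Material: HEK293 cells with stable TRPC4beta plus mu-opioid receptor expression; probe or stimulus: DAMGO in two steps, submaximal then maximal; technique: Fluo4 calcium fluorescence by kinetic imaging, 5 s 1 Hz baseline; measure: integrated fluorescence ratio relative to baseline, converted to per-well B score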
TRPC6 activator: mouse TRPC6 channel activators, primary screen, cell-based, HEK293, membrane potential dye; Short transient receptor potential channel 6 (Mus musculus), Q61143; HEK293-TRPC6 membrane potential dye fluorescence; active compounds read high; B-score at 10 µM; 310,000 compounds, 0.13% hits; AID 2550, 2010;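 active means B-score of the integrated fluorescence ratio above library mean plus 3 SD, and starting fluorescence ratio within library mean plus 5 SD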;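 further: higher score means more depolarization so channel activation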
MrgX1 antagonist: antagonists of human MrgX1 receptor, primary screen, HEK293 cells, Fluo-4 calcium flux; BAM8-22 antagonism; active compounds read low; B-score at 10 µM; 310,000 compounds, 1.3% hits; AID 588676, 2011;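 active means calcium-response B-score plate-corrected more than 3 library SD below zero, starting fluorescence within 5 deviations, no agonist response on first addition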;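 further: peak minus trough fluorescence over baseline after final BAM8-22 challenge near maximal dose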
MrgX1 allo act: positive allosteric modulators of MrgX1, primary screen, HEK293 cells, Fluo-4 calcium flux | 310,000 compounds, 0.63% hits | AID 588675, 2011 | FDSS; active compounds read high | B-score at 10 µM | Mas-related G-protein coupled receptor member X1 (Homo sapiens), Q96LB2;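 active means plate-corrected calcium response at least 3 library SD above typical, normal starting fluorescence, not activating the receptor alone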;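 further: compound read alongside a low EC10 to EC30 dose of BAM8-22 agonist; peak minus trough fluorescence over baseline measured at the second addition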
TRPC4 potent: positive allosteric modulators of TRPC4, primary screen, cell-based, mouse TRPC4beta, HEK293 mu-opioid, Fluo-4 calcium; DAMGO EC20, Fluo-4 Ca2+ flux; active compounds read high; 310,000 compounds, 0.42% hits; Short transient receptor potential channel 4 (Mus musculus), Q9QUQ5; B-score at 10 µM;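 active means B-score of calcium response area above 5 SD of library B-scores, with initial fluorescence ratio within 5 SD of library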;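 further: B-score of integrated fluorescence ratio over time as area under calcium response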
PolyA inhibitor: polyadenylation inhibitors in yeast reporter cells, primary screen, luminescence, S. cerevisiae; S. cerevisiae SKY197-pL101 polyadenylation reporter, beta-gal luminescence; efflux-impaired pdr1/pdr3 knockout yeast; score 100 = 6 SD above DMSO; 300,000 compounds, 0.02% hits; calls only at 12 µM; AID 1875, 2009;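 active means lowest replicate activity score at least 50, where 100 means six control SD above control mean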;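 further: yeast exposed to compound for 9 h at 30 °C; higher score means more reporter readthrough which indicates perturbed polyadenylation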
TRPC6 inh: mouse TRPC6 channel inhibitors, primary screen, cell-based, HEK293, membrane potential dye; AID 2553, 2010; 310,000 compounds, 1.1% hits; B-score at 10 µM; ACh-evoked depolarization; active compounds read low;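 active means B-score under library mean minus 3 SD, initial fluorescence not abnormally high, positive integrated signal ratio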;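 further: B-score derived from integrated fluorescence ratio over the kinetic read; more negative B-score means stronger inhibition of depolarization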
AI-2 QS mod: Vibrio harveyi AI-2 quorum sensing modulators, primary screen, JMH597 strain, luminescence/OD600 ratio; 300,000 compounds, 0.4% hits; Vibrio harveyi JMH597 AI-2 luminescence/OD600 ratio, 9 h; active compounds read low; strain lacks LuxN and CqsS sensors; 0 = neutral-control median; activity change, % at 7.5 µM; in the data active means activity change below about -75%, passing the limit was not always enough;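 further: luminescence divided by OD600 gain over 9 h not by final OD600 alone; inactives centre near 13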
Starred values were filed as active, the others as inactive; i = inactive; . = no result given. The list is partial. The share of hits here may be higher or lower than overall.

SMILES	HIF activator	TRPC4 agonist	MrgX1 agonist	TRPC4 inh	TRPC6 activator	MrgX1 antagonist	MrgX1 allo act	TRPC4 potent	PolyA inhibitor	TRPC6 inh	AI-2 QS mod
COCCn1nnnc1C(c1ccccn1)N1CCN(c2cc(Cl)ccc2C)CC1 (stereo unspecified)	-0.2	i	i	i	i	i	i	i	i	i	29
Cc1ccc(CNC(=O)C2CCN(S(=O)(=O)c3ccc4c(c3)CC(C)N4C(=O)C3CCC3)CC2)o1 (stereo unspecified)	0.2	i	i	i	i	i	i	i	i	i	6
C=CCn1c(C(C)NC(=O)c2cccc(C)c2)n[nH]c1=S (stereo unspecified)	-0.1	i	i	i	i	i	i	i	i	i	19
O=C(Nc1nnc(CCN2CCOCC2)s1)C1CCCCC1	0.1	i	i	i	i	i	i	i	i	i	10
O=C(COC(=O)c1cccs1)NCC1CCCCC1	-0.2	i	i	i	i	i	i	i	i	i	13
COc1ccc(N(Cc2cc(=O)[nH]c3ccccc23)C(=O)C(C)C)cc1	1.0	i	i	i	i	i	i	i	i	i	3
COc1ccc(-c2nc(CS(=O)CC(=O)NCCc3ccc(C)cc3)c(C)o2)cc1OC (stereo unspecified)	0.9	i	i	i	i	i	i	i	i	i	-1
CC(=O)Oc1ccc(-c2cccc(C(=O)N(C)c3ccc(O)cc3)c2)cc1	-0.6	i	i	i	i	i	i	i	i	i	10
COC(=O)Cn1c(CCC(=O)O)ccc1-c1ccccc1	0.0	i	i	i	i	i	i	i	i	i	13
Cc1ccc(S(=O)(=O)N2CCCCC2CCNC(=O)C(=O)NCc2ccccc2)cc1 (stereo unspecified)	2.3	i	i	i	i	i	i	i	i	i	16
CCOC(=O)C1CCCN(C(=O)CCCn2nc(C)n3c(cc4sccc43)c2=O)C1 (stereo unspecified)	-0.3	i	i	i	i	i	i	i	i	i	38
C#CCOCCOCCOCCNc1nc(N2CCN(C(=O)[C@H]([C@@H](C)CC)n3cc([C@@H](N)CC(C)C)nn3)CC2)nc(N2CCN(C(=O)[C@H](Cc3cc4ccccc4[nH]3)n3cc([C@@H](N)CC(C)C)nn3)CC2)n1	0.0	i	.	i	i	.	.	i	i	i	14
CN1C(=O)c2ccccc2N(C)C1c1cccs1 (stereo unspecified)	-0.3	i	i	i	i	i	i	i	i	i	7
CC1=CCC2C(=O)N(c3cccc(C(=O)N(C)C4CCCCC4)c3)C(=O)C2C1 (stereo unspecified)	-1.2	i	i	i	i	i	i	i	i	i	8
CCN(CC)c1ccc(/C=N/NC(=S)NCc2ccccc2)cc1	0.1	i	i	i	i	i	i	i	i	i	20
COc1ccc(C(=O)Nc2nnc(CC(=O)N/N=C/c3ccc(O)cc3O)s2)cc1	-1.0	i	i	i	i	i	i	i	i	i	10
COc1cccc(C(=O)N/N=C/C(Br)=C/c2ccccc2)c1	1.7	i	i	i	i	i	i	i	i	i	5
Cn1c(SCC(=O)N2CCN(c3ccccc3)CC2)nnc1-c1cc2ccccc2o1	-0.5	i	i	i	i	i	i	i	i	i	25
COCc1cc(C)nc2sc(C(=O)Nc3ccc(C(=O)OC)cc3)c(N)c12	0.9	i	i	i	i	i	i	i	i	i	12
CSc1nc(NS(=O)(=O)c2ccc(F)cc2F)nn1C	-0.1	i	i	i	i	i	i	i	i	i	17
O=C(Nc1cccc(F)c1)c1c(O)c2cccc3c2n(c1=O)CCC3	1.3	i	i	i	i	i	i	i	i	i	15
CCn1c(CNC(=O)c2ccc(Cl)cc2)nnc1SCC(=O)N1CCOCC1	0.5	i	i	i	i	i	i	i	i	i	30
CC1CCCN(C(=O)C2CCN(S(=O)(=O)c3cccc4nonc34)CC2)C1 (stereo unspecified)	-0.2	i	i	i	i	i	i	i	i	i	.
CCOc1cccc(-c2nn3c(-c4cc(C)[nH]n4)nnc3s2)c1	-0.6	i	i	i	i	i	i	i	i	i	27
CCOC(=O)COc1ccc(S(=O)(=O)N2CCN(c3ccc(OC)cc3)CC2)cc1	-0.3	i	i	i	i	i	i	i	i	i	22
FC(F)(F)c1nnc2ccc(N3CCCC3)nn12	0.1	i	i	i	i	i	i	i	i	i	13
COc1cnn(-c2cccc(Cl)c2)c(=O)c1Cl	0.0	i	i	i	i	i	i	i	i	i	-2
COC(=O)[C@H](Cc1ccccc1)NC(=O)N1CCCCCC1	-0.1	i	i	i	i	i	i	i	i	i	21
COCCn1c(SCC(=O)Nc2ccccc2OC)nc2ccccc21	-0.5	i	i	i	i	i	i	i	i	i	-3
CCCNC(=O)c1ccc(CN2CCc3ccccc3C2)cc1	0.2	i	i	i	i	i	i	i	i	i	24
O=C(COC(=O)/C=C/c1cccc(Cl)c1)Nc1ccccc1-c1ccccc1	-0.4	i	i	i	i	i	i	i	i	i	9
CC(C)(C)NC(=O)C(c1ccncc1)N(CC1CCCO1)C(=O)Cn1nnc(-c2ccc(F)cc2)n1 (stereo unspecified)	0.3	i	i	i	i	i	i	i	i	i	7
COc1ccccc1S(=O)(=O)Cc1ccc(C(=O)N2CCN(c3cccc(Cl)c3)CC2)o1	1.2	i	i	i	i	i	i	i	i	i	10
Cc1ccc(NC(=O)CSc2ncnc3ccccc23)cc1S(=O)(=O)N1CCCCCC1	2.4	i	i	i	i	-5.3*	i	i	i	i	25
Cc1cc(-c2nnc(SCC(=O)Nc3ccc(C)c(C)c3)n2N)n[nH]1	-0.7	i	i	i	i	i	i	i	i	i	15
CC(C)Oc1ccc(S(=O)(=O)N2CCOCC2)cc1NC(=O)CC1OC(=O)c2ccccc21 (stereo unspecified)	-0.6	i	i	i	i	i	i	i	i	i	.
c1ccc2c(Nc3ccc4c(c3)OCCO4)c3c(nc2c1)CCCC3	0.0	i	i	i	i	i	i	i	i	i	9
O=C(NCc1ccccc1)C(c1ccccc1F)N(C(=O)c1csnn1)C1CCCC1 (stereo unspecified)	-0.6	i	i	i	i	i	i	i	i	i	11
O=C(NCc1ccco1)c1ccc2c(=O)n(CC3CCCO3)c(=S)[nH]c2c1 (stereo unspecified)	-0.8	i	i	i	i	i	i	i	i	i	0
CCS(=O)(=O)N1CCN(c2ccccn2)CC1	-0.4	i	i	i	i	i	i	i	i	i	20
Cc1cc(C)nc(NC2=NCCN2C(=S)Nc2c(C)cccc2C)n1	-0.8	i	i	i	i	i	i	i	i	i	4
O=C(Nc1ccc(Oc2ccc3c(c2)C(=O)N(c2ccc(O)cc2)C3=O)cc1)c1cccs1	-0.9	i	i	i	i	i	i	i	i	i	20
Cc1cc(C(=O)Nc2nc3ccc(Cl)cc3s2)nn1C	2.8	i	i	i	i	i	i	i	i	i	4
C/C(=N\O)c1cccc(Br)c1	-0.3	i	i	i	i	i	i	i	i	i	8
Cc1cccc(OCCNc2ccc([N+](=O)[O-])cn2)c1	-0.2	i	i	i	i	i	i	i	i	i	-49
CCOC(=O)c1cc(-c2ccccc2)nn1-c1ccccn1	-0.1	i	i	i	i	i	i	i	i	i	12
COC(=O)c1ccc(CNC(=O)c2cc(COc3cncc(Cl)c3)on2)cc1	0.9	i	i	i	i	i	i	i	i	i	-25
CC1(C)CC(=O)C(C(c2ccc(Br)cc2)C2C(=O)CC(C)(C)CC2=O)C(=O)C1	-1.8	i	41*	i	i	i	i	i	i	i	1
O=C(Nc1nnc(C2CC2)s1)c1n[nH]c(=O)c2ccccc12	0.0	i	i	i	i	i	i	i	i	i	16
COC(=O)CN(c1ccc2c(c1)OCCO2)S(=O)(=O)c1ccccc1	0.2	.	i	.	.	i	i	.	i	.	20
Other compounds:
SMILES	HIF activator	TRPC4 agonist	MrgX1 agonist	TRPC4 inh	TRPC6 activator	MrgX1 antagonist	MrgX1 allo act	TRPC4 potent	PolyA inhibitor	TRPC6 inh	AI-2 QS mod
COC(=O)c1cc(C(=O)OCC(=O)N(C)c2ccccc2)cc([N+](=O)[O-])c1	0.3	i	i	i	i	i	i	i	i	i	23
CC(=O)Nc1cccc(NC(=O)c2ccc(C(=O)Nc3cccc(NC(C)=O)c3)nc2)c1	0.4	73*	i	i	i	i	i	i	i	i	15
COc1cccc(NC(=O)C(=O)N/N=C(\C)CC(=O)Nc2ccc(NC(C)=O)cc2)c1	2.5	i	i	i	i	i	i	i	i	i	7
N#CCOc1coc(CN2CCN(c3cccc(Cl)c3)CC2)cc1=O	-3.8	i	i	i	i	i	i	i	i	i	15
Cc1cc(C(=O)Nc2ccc(Br)cc2)c2ccccc2n1	-17	i	i	i	i	i	i	i	i	i	17
CCc1cccc(NC(=O)CCS(=O)(=O)c2cccc3nonc23)c1	-0.2	i	i	i	i	i	i	i	i	i	24
CN(CC(=O)NCCc1ccccc1)S(=O)(=O)c1ccc(Br)s1	-31	i	i	i	i	i	i	i	i	i	12
Cc1ccc(C2C3C(=O)N(c4ccccc4)C(=O)C3N3CCCN23)cc1 (stereo unspecified)	-3.4	i	i	i	i	i	i	i	i	i	14
O=C(CNC(=O)c1ccc(Br)cc1)N=Nc1c(O)[nH]c2ccc([N+](=O)[O-])cc12	-1.4	i	i	i	i	i	i	i	i	i	2
Cc1ccc(C)c(NC(=O)CN(C)S(=O)(=O)c2ccccc2)c1	0.0	i	i	i	i	i	i	i	i	i	9
COC(=O)CC1C(=O)NCCN1C(=O)CSc1nc2ccccc2c(=O)n1CC(C)C (stereo unspecified)	-0.1	i	i	i	i	i	i	i	i	i	-7
